# NLRP3 yeast inh – inhibitors of NALP3 inflammasome in yeast | Yeast reconstituted NLRP3/ASC/caspase-1, beta-gal luminescence, 24 h | inhibition, % at 10 µM | 330,000 tested, 0.39% active | AID 2825;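 active means inhibition of 50% or more; inactive means inhibition below 50%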;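 further: plate controls were induced DMSO wells for no effect and uninduced yeast grown without galactose for full effect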
# SENP7 inh – inhibitors of human SENP7 protease | Q9BQF6 | inhibition, % at 5 µM | recombinant SENP7, Z-RLRGG-aminoluciferin luminescence, 40 min | 330,000 tested, 1.5% active;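 active means inhibition above about 50% at the single test dose, limit read from the data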;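 further: plate controls were DMSO with enzyme for no effect and no enzyme buffer wells for full effect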
# Apaf-1 inh – inhibitors of human Apaf-1 apoptosome. O14727. reconstituted apoptosome caspase-3 activity, DEVD-Rh110 fluorescence. inhibition, % at 20 µM. 330,000 tested, 0.71% active. AID 489030; active means inhibition of at least 40% at 20 µM;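 further: plate controls were DMSO wells for no effect and DEVD-CHO caspase inhibitor wells for full effect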
# Target sequence (O14727 whole entry, looked up): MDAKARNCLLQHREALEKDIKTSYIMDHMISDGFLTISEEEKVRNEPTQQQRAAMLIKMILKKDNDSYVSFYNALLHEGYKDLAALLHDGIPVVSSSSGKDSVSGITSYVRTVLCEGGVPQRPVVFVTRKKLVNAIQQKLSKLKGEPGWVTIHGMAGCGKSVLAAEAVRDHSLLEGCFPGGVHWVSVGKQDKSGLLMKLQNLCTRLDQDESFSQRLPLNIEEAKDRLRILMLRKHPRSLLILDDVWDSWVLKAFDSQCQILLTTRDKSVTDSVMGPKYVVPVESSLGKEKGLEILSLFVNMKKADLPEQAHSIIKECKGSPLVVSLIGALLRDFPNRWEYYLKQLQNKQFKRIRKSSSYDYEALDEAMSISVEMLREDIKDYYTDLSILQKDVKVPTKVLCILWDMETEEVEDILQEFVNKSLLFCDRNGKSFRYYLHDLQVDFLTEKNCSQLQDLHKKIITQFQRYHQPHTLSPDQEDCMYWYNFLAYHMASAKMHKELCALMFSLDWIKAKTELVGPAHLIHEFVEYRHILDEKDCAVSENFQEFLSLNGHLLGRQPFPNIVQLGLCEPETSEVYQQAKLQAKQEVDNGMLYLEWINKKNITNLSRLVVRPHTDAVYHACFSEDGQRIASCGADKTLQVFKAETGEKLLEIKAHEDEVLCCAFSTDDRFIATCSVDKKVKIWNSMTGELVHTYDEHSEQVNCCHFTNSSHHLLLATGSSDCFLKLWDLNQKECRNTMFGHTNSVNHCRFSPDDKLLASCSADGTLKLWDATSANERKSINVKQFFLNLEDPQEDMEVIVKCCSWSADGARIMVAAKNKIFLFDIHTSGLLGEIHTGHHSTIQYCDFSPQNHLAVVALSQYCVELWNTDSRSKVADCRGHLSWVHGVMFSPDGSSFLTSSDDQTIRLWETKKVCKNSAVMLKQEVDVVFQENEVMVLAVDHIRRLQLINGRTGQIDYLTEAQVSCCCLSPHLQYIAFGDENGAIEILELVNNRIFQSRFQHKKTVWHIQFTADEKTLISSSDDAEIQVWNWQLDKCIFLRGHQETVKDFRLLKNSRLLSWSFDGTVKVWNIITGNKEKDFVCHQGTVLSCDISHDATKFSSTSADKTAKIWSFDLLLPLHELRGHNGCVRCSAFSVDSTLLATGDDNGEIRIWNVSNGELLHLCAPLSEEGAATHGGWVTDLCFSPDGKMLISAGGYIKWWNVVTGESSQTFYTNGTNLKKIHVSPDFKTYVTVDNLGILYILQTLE
#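 Material: cell-free apoptosome with Apaf-1, procaspase-3 and caspase-9; Buffer or medium: Hepes pH 7.5 with detergent and BSA; Reagent: cytochrome c trigger plus (Z-DEVD)2-Rh110 caspase-3 substrate; Times: compound with Apaf-1, dATP, procaspase-3 30 min, then 50 min reaction, room temperature; Technique: Rh110 fluorescence intensity.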
# SENP6 block – SENP6 protease inhibition; Q9GZR1; Recombinant SENP6 catalytic domain, aminoluciferin luminescence; inhibition, % at 10 µM; 330,000 tested, 1.8% active;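 active means inhibition above about 50% at the single tested dose, limit read from the data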;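 further: plate controls were DMSO wells with enzyme for no effect and DMSO wells lacking enzyme for full effect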
# PfG6PD inh – PfG6PD (Plasmodium falciparum) enzyme inhibition; inhibition, % at 20 µM; AID 504690; 350,000 tested, 0.78% active; PfGluPho enzyme, NADPH resazurin-diaphorase fluorescence;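 active means inhibition reaching at least a set limit at 20 µM in the primary screen, cut at about 59% in these data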;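 further: 0% = DMSO wells with substrate and 100% = DMSO wells lacking glucose-6-phosphate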
# SENP8 block-1 – SENP8 protease inhibition. inhibition, % at 10 µM. 330,000 tested, 1.2% active. purified SENP8, Z-RLRGG-aminoluciferin cleavage, luminescence. AID 2540; in the data active means inhibition above about 50%
# SENP1 FRET inh – SENP1 (human) catalytic domain inhibition | Q9P0U3 | recombinant SENP1 catalytic domain, CyPet-SUMO1-YPet FRET cleavage | inhibition, % at 10 µM | 360,000 tested, 0.21% active | AID 624204;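 active means inhibition at least 30% at 10 µM, raw YFP signal under a set limit, fluorescence ratio 0.5 to 1.5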;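 further: 0% = enzyme with DMSO and 100% = no enzyme wells; some results filed as inactive read as strong as hits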
#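 Controls: no-enzyme wells low, DMSO-plus-enzyme wells high control. Test system: human recombinant His6-tagged SENP1 catalytic domain enzyme. Reagent: SFCypet-SUMO1-SFYpet FRET protein substrate, 25 nM final. Doses: one dose per compound, 10 µM, 0.5% DMSO. Detection: FRET, CFP and YFP emission. Timing: 50 min reaction at room temperature.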
# HKDC1 inhibitor – blocks human hexokinase HKDC1 activity; Q2TB90; recombinant HKDC1, G6PDH/diaphorase resazurin coupled fluorescence; inhibition, % at 20 µM; 340,000 tested, 0.16% active; AID 493160;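 active means inhibition above about 35% when tested at 20 µM, limit read from the data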;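 further: plate controls were DMSO wells with enzyme for no effect and DMSO wells lacking enzyme for full effect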
#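 System: Recombinant HKDC1 hexokinase | Amount: HKDC1 at 5 µg/mL | Reagent: Glucose with 1 mM ATP | Doses: Single 20 µM dose | Incubation: Reaction time 90 min, room temperature, protected from light | Signal: Coupled resazurin fluorescence, excitation 525 nm, emission 613 nm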
# SENP8 block-2 – SENP8 (human) protease inhibition. inhibition, % at 20 µM. Q96LD8. recombinant SENP8, Nedd8 substrate fluorescence. AID 602440. 360,000 tested, 0.64% active; in the data active means inhibition mostly above about 40%, no sharp cut-off; inactive means mostly below about 27%
# The depositor's hits bear a star; x = no result given.
structure	PfG6PD inh	HKDC1 inhibitor	SENP6 block	Apaf-1 inh	SENP7 inh	SENP1 FRET inh	NLRP3 yeast inh	SENP8 block-2	SENP8 block-1
COc1cc2c(cc1OC)C(c1ccccc1)N(C(=O)C(C)(C)C)CC2 (stereo not given)	-16	2	-30	16	-5	2	10	8	-12
CCOCC(=O)Nc1c(C(=O)Nc2ccccc2OC)oc2ccccc12	-11	-13	-16	-2	0	2	11	-34	-5
Cc1[nH]n(-c2ccc([N+](=O)[O-])cc2)c(=O)c1C=NCCN1CCN(C(=O)c2ccc(Br)cc2)CC1	2	0	64*	14	88*	2	28	31	49
COc1ccc(N(CC(=O)Nc2ccccc2C(N)=O)S(=O)(=O)c2ccc(C)c([N+](=O)[O-])c2)cc1	16	-3	-17	-5	-4	-7	10	-10	0
COc1ccc(Nc2ccc(N3C(=O)CCC3=O)cc2[N+](=O)[O-])cn1	2	-5	-20	-25	-1	1	-4	13	2
O=C(CSc1ncc(-c2ccc(F)cc2)n1Cc1ccco1)Nc1ccc2c(c1)OCO2	11	7	8	31	5	0	-14	-8	5
CCn1ccc(C(=O)Nc2sc3c(c2C(=O)OC)CCC3)n1	32	-1	0	18	2	-4	24	-467	3
COC(=O)c1ccc(CNC(=O)[C@@H]2CCCN2S(=O)(=O)c2ccccc2F)cc1	-5	0	-2	-8	2	1	12	5	7
CC1(C)NC(=O)N(CCCCOc2ccc(Cl)cc2)C1=O	-4	1	-10	4	-4	-4	-14	9	-7
O=C(COC(=O)Cc1c(F)cccc1Cl)NC(=O)c1ccccc1	18	-7	43	10	43	3	7	7	16
COc1ccccc1NC(=S)NC(=O)/C=C/c1ccco1	14	7	1	3	1	-5	16	6	-9
CCCCn1cnc2c(SCc3ccc([N+](=O)[O-])cc3)nc(N)nc21	18	0	x	x	x	2	x	19	x
O=C1/C(=C/c2ccccn2)SC(=S)N1Cc1ccccc1	-1	0	3	-10	-10	3	20	24	1
C=CCOc1ccc(CNc2nccs2)cc1OCC	0	-1	0	2	12	-4	12	21	2
FC(F)(F)c1ccc2c(c1)NCC1CCCN21 (stereo not given)	13	2	-6	20	0	15	7	-136	-18
CCCCNC(=O)Nc1nnc(-c2ccc(OCC)cc2)o1	-25	-7	7	11	6	2	18	4	-2
CCOCCCNC(=O)C(c1ccc(OC)cc1)N(Cc1cccs1)C(=O)c1ccccn1 (stereo not given)	-9	-4	26	-2	-4	2	8	-24	0
C=CCn1c(C)nnc1SCC(=O)Nc1nccs1	11	-3	-20	-7	0	-1	6	8	4
Clc1ccccc1CN(Cc1ccco1)Cc1nnnn1C1CCCC1	12	4	-8	29	-6	0	11	23	-4
C=CCn1c(SCC(=O)NC(=O)c2cccc([N+](=O)[O-])c2)nnc1-c1ccccc1	-4	-5	-6	-5	3	1	4	9	-6
Cn1c(N)c(C(=O)c2ccc(Cl)c(S(=O)(=O)N3CCCCCC3)c2)c(=O)n(C)c1=O	5	1	-4	5	2	1	14	2	-8
O=C(Nc1cccc(F)c1)c1ccc(S(=O)(=O)N2CCOCC2)cc1	-2	2	-2	12	-7	2	14	8	-1
CC(C)n1c(=O)[nH]c2cc(C(=O)Nc3ccccc3)ccc21	-21	2	-10	0	2	3	-5	10	-13
Cc1cc(C)c(S(=O)(=O)N2CC=C(c3ccccc3)CC2)c(C)c1	13	3	-21	17	5	1	7	-2	-10
CC(CCc1ccccc1)NC(=O)C(=O)NCCc1ccccc1 (stereo not given)	10	14	-8	5	1	0	10	13	5
O=C(c1cc(Cl)c(=O)n(Cc2ccccc2)c1)N1CCOCC1	6	5	0	2	0	2	10	4	0
O=C(Nc1cc([N+](=O)[O-])ccc1O)c1cccc(NC(=O)c2ccco2)c1	6	2	5	-12	-7	-1	18	21	-13
O=C(Oc1ccc(-c2csnn2)cc1)c1cccs1	-11	-6	-13	-8	19	8	7	8	-16
CC(=O)Oc1cc2c(C(=O)NCc3ccncc3)c(C)oc2c2ccccc12	12	12	-2	7	11	2	6	18	-3
O=C(C1CCN(c2ncnc3c2sc2cccc(F)c23)CC1)N1CCOCC1	13	4	-1	9	-19	-8	12	-316	-14
O=P(CCc1ccccc1)(c1ccccc1)c1ccccc1	1	0	x	x	x	1	x	5	x
COC(=O)[C@@]12CCCN1[C@H](c1ccc(-c3cccc(Cl)c3)c(OC)c1)[C@H]1C(=O)N(C)C(=O)[C@H]12	1	1	-14	21	-12	-1	9	2	-8
O=S(=O)(Nc1ccc2c(c1)OCCO2)c1cccs1	-6	11	-32	8	3	-1	3	12	-9
O=C(NC(=S)Nc1ccccc1Cl)c1cnn2c(C(F)(F)F)cc(C(F)(F)F)nc12	-18	1	-19	-20	-2	-91	-2	-138	-7
Cc1nc2ccc(NC(=O)CSc3ccccc3)cc2s1	9	-4	2	-4	-1	-1	36	15	2
CCOc1ncccc1C(=O)OCC(=O)Nc1ccc2c(c1)OCCO2	-7	-4	1	-15	3	0	22	6	0
O=C(CSc1ccc2nnc(-c3ccccn3)n2n1)Nc1ccccc1C(F)(F)F	-4	-3	-11	10	-12	-1	-6	-154	6
COc1ccc(NC(=O)CSc2nc3ncccc3[nH]2)cc1OC	-17	-1	-3	0	-2	1	10	2	-4
COc1cnn(-c2ccccc2)c(=O)c1OC	0	1	-10	-10	11	2	7	9	0
Cc1nn(CC(=O)Nc2c(C)n(C)n(-c3ccccc3)c2=O)c(C)c1[N+](=O)[O-]	-2	-7	-8	-1	-1	0	-4	3	-1
COc1ccc(OC)c(/C=C2\Oc3cc(OCC(=O)N4CCC[C@H]4C(=O)O)ccc3C2=O)c1	14	0	-9	-12	-7	-54	2	0	1
COc1ccc(-c2noc(CCC(=O)NCCN3CCN(c4ccccc4F)CC3)n2)cc1	6	-5	-4	1	-1	0	20	22	-2
COc1cccc(NC(=O)c2ccccc2F)c1	10	-1	51*	-7	45	2	19	-7	49
S=C1NCN(Cc2ccco2)CN1c1ccccc1	-8	-4	-15	-13	-5	1	11	6	-4
COc1cccc(-c2nc(C(=O)NCCCN3CCOCC3)cc3c2[nH]c2ccccc23)c1	19	3	-3	14	-11	-2	6	-199	3
Cc1cc(NC(=O)CSc2nc3ccccc3s2)no1	-4	3	9	-14	1	1	16	34	5
C=CCNC(=S)NNc1nc2c(c(=O)[nH]1)C1(CCCC1)Cc1ccccc1-2	22	-5	8	16	3	2	-17	-304	-6
O=C(NCCCN1CCCC1=O)c1cccc(S(=O)(=O)Nc2ccc(F)cc2)c1	-18	2	4	-9	4	3	13	11	-6
CN(C)CCNC(=O)CNC(=S)N(Cc1ccccc1)Cc1ccccc1F	-10	1	4	-14	5	0	6	16	2
CNc1ccccc1C(=O)OCC(C)=O	-7	-7	-3	3	4	-6	13	-482	1

# Other entries.
structure	PfG6PD inh	HKDC1 inhibitor	SENP6 block	Apaf-1 inh	SENP7 inh	SENP1 FRET inh	NLRP3 yeast inh	SENP8 block-2	SENP8 block-1
Cc1ccccc1C(=O)N1CCN(c2ccc(NC(=S)NC(=O)c3cccs3)cc2)CC1	9	0	14	1	10	2	14	17	-5
COC(=O)[C@H](C)NC(=O)/C=C/c1ccc(OC)cc1	3	-11	-26	-8	18	1	-6	-2	-6
Cc1ccc(-c2nnc(Nc3ccccc3)c3ccccc23)cc1S(=O)(=O)NCC1CCCO1 (stereo not given)	11	1	-13	38	4	-1	-12	-130	9
CC(NC(=O)c1ccc(F)cc1F)C1CC2CCC1C2 (stereo not given)	-9	-6	14	12	-10	1	16	22	-6
Cc1ccc(C(=O)OCC(=O)N2CCCCCC2)c(O)c1	-7	-2	0	0	5	2	25	5	-7
O=C(Nc1ccc(S(=O)(=O)Nc2ccccn2)cc1)c1cccc([N+](=O)[O-])c1	20	3	-3	7	0	1	-2	-6	4
CCN(CC)S(=O)(=O)c1ccc(N=N/C(C(C)=O)=C(/C)O)cc1	-1	-7	-17	5	-9	-1	4	35	-7
CCOC(=O)C1(Cc2ccc(OC)cc2)CCN(C(=O)Cc2cccnc2)CC1	-6	-7	-4	-8	2	0	3	20	-9
CC1=CC2=NC(=O)CC(C)(C(=O)N(CC(=O)NC3CCCC3)c3ccccc3C)N2C=C1 (stereo not given)	-10	-6	11	-3	10	2	-2	-451	-4
CCC(=O)NCCNC(=O)c1c(SC)nsc1SC	-5	-7	11	-1	-2	0	19	17	-2
C=C(C)CSc1nc2sc3c(c2c(=O)n1-c1ccc(OC)cc1)CCN(C)C3	-3	1	5	12	0	x	12	x	-1
CCCN(CC1CC1)C(=O)CSc1ncnc2sc(C)c(C)c12	2	0	0	-1	-4	0	9	0	9
CC1(c2cccc(Br)c2)NC(=O)N(CC(=O)Nc2ccc3c(c2)OCCO3)C1=O (stereo not given)	-15	-1	0	-3	4	-1	-5	6	-7
O=C(NC(=S)Nc1ccc(N2CCOCC2)cc1)c1cccs1	-3	-3	0	0	-1	2	38	17	-6
CCOC(=O)c1ccc(NC(=O)NCc2ccncc2)cc1	26	-2	-9	16	-15	1	-1	8	-6
CCN(CC)C(=O)CSc1nnc(-c2ccco2)n1Cc1ccco1	8	-7	-6	-13	-5	-1	0	12	1
O=C(Nc1ccc2c(c1)OCO2)C1CCN(C(=O)c2ccc(Cl)cc2)CC1	5	1	-14	6	-9	-1	10	15	-8
COc1cccc(/C=N/Nc2ccc(C(=O)O)cc2)c1O	12	-2	99*	-18	99*	-7	28	-29	98*
COc1cc(NC(=O)c2ccc3c(SCC(=O)O)c4c(nc3c2)CCC4)cc(OC)c1OC	6	2	-23	-4	-9	2	24	9	-3
O=C(Nc1nc2ccccc2n1Cc1ccccc1)c1ccco1	80*	-2	2	17	16	-1	6	-172	-3
COc1cc(C(=O)Nc2sc(C)c(C)c2C(=O)O)cc(OC)c1OC	10	10	3	19	6	3	20	-279	-12
O=C(Cn1ncc2c3ccccc3n(Cc3ccc(Cl)cc3)c2c1=O)NCCCN1CCCC1=O	1	1	-1	4	8	-1	4	-40	-10
CC(C)(C)NC(=O)NC(=O)CSc1nncs1	-6	1	-12	-10	5	2	4	7	-4
COc1ccccc1C(=O)NCCC(=O)NCC(c1ccco1)N1CCCC1 (stereo not given)	-3	-7	-11	14	3	-1	5	-2	-8

# Results in NLRP3 yeast inh, for two of the compounds above:
compound	NLRP3 yeast inh
CN(C)CCNC(=O)CNC(=S)N(Cc1ccccc1)Cc1ccccc1F	6
CCOc1ncccc1C(=O)OCC(=O)Nc1ccc2c(c1)OCCO2	22
